Bioassay records from PubChem.
Keap1 Nrf2 FP – inhibitors of human Keap1-Nrf2 protein-protein interaction | Q14145 | Keap1 Kelch-Nrf2 peptide fluorescence polarization, 1536-well | inhibition, % at 9.4 µM | actives 0.15% (n = 340,000); in the data active = inhibition above about 12%;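 also: human Keap1 Kelch domain with fluorescein labeled Nrf2 9mer peptide probe; 0% = neutral control wells and 100% = peptide positive control; higher means more block of Keap1 binding to Nrf2 peptide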
RTF Ca sens act – increases calcium sensitivity of human cardiac regulated thin filaments | P19429+P45379 | IANBD-labeled TnC RTF fluorescence at EC20 calcium; 0% EC20 calcium, 100% full calcium | activation, % at 7.2 µM | actives 0.24% (n = 340,000);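 active = activation above the mean over all tested compounds plus 3 SD, cut at about 30% in these data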;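 also: rise in fluorescence read as greater calcium sensitivity of cardiac thin filaments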
LANA DNA inh – blocks KSHV LANA C-terminal domain binding to DNA; MBP-C-LANA/FAM-LBS DNA binding, fluorescence polarization; inhibition, % at 9 µM; actives 0.078% (n = 340,000);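 active = highest replicate inhibition at or above 60% at 9 µM, even if other replicates fall short; inactive = all replicates below 60% inhibition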;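 also: 0% = neutral control wells and 100% = 4 µM acridine orange control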
V-ATPase pHluor – yeast V-ATPase proton transport regulation by pHLuorin; S. cerevisiae, pHLuorin cytosolic pH fluorescence; actives 0.37% (n = 350,000); response, % at 10 µM; in the data active = response mostly above about 7.3%, no sharp cut-off; inactive = mostly below about 5.4%; also: actives read high; inactives centre near 0; some compounds called inactive have numbers as strong as hits; reference of the scale not given here
HTR5A inv ag – inverse agonist of human HTR5A in OPRM1-OPRD1 counter-screen. P47898. inhibition, % at 9.3 µM. actives 0.083% (n = 340,000). HTR5A cell line, luminescence, inverse agonism; in the data active = inhibition mostly above about 23%, no sharp cut-off; inactive = mostly below about 18%;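 also: 0% = cells with DMSO and 100% = no-cell wells with DMSO; some compounds called inactive have numbers as strong as hits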
CAL PDZ FP – inhibitors of human CAL PDZ peptide binding; Q9HD26; purified CAL PDZ, TMR-peptide fluorescence polarization, 1 h; inhibition, % at 24.9 µM; actives 0.92% (n = 300,000); AID 602252;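 active = mean inhibition of at least 30% with at least half of replicates also reaching 30%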;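 also: 0% = DMSO neutral control and 100% = excess unlabeled competitor peptide PRC23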
HTR5A ag – activates human HTR5A in OPRM1-OPRD1 agonist counter-screen; activation, % at 9.3 µM; HTR5A agonist assay, luminescence, cell-based; P47898; actives 0.61% (n = 340,000); AID 504692; in the data active = activation mostly above about 9.5%, no sharp cut-off; inactive = mostly below about 7.6%;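 also: 0% = cells with vehicle only and 100% = reference agonist; strong numbers were not always called active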
OPRM1-OPRD1 ag – OPRM1-OPRD1 heterodimerization agonism | AID 504326 | P35372+P41143 | cells, luminescence | activation, % at 9.3 µM | actives 0.3% (n = 340,000); in the data active = activation above about 18%;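 also: 0% = vehicle-treated cells and 100% = reference agonist; values of inactives mirror those of a sister screen read the other way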
Target sequence (P35372 whole entry, looked up): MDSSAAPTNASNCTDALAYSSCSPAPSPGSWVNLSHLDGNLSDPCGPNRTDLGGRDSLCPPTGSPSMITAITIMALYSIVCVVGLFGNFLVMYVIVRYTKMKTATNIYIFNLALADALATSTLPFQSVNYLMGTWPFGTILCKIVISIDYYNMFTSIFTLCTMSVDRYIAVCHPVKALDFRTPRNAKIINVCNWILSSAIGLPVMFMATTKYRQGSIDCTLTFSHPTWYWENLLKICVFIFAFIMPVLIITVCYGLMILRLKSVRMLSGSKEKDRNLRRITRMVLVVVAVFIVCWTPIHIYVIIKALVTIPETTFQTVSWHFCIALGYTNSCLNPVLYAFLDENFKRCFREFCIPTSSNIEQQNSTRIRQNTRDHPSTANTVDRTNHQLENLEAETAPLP
Target sequence (P41143 whole entry, looked up): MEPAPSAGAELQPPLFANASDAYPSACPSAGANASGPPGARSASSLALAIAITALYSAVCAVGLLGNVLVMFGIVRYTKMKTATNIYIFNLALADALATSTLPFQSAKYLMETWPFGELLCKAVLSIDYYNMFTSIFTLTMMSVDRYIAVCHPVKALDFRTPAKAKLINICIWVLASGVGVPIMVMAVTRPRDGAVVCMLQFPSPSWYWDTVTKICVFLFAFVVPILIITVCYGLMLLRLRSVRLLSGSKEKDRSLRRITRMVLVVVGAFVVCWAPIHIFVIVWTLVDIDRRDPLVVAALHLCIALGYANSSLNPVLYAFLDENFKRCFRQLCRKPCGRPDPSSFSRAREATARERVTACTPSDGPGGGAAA
OPRM1-OPRD1 inv – mu-delta opioid heterodimer inverse agonism; P35372+P41143; cell-based MOR-DOR heterodimer luminescence; inhibition, % at 9.3 µM; actives 0.21% (n = 340,000); AID 504357; in the data active = inhibition above about 22%, passing the limit was not always enough;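 also: 0% = cells with DMSO and 100% = wells without cells with DMSO; values of inactives mirror those of a sister screen read the other way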
RTF Ca sens inh – cardiac RTF calcium desensitization; AID 493244; IANBD-labeled cardiac RTF, Ca2+ fluorescence; P19429+P45379; actives 0.12% (n = 340,000); inhibition, % at 7.15 µM;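 active = inhibition above the mean inhibition of all tested compounds plus 3 SD, cut at about 17% in these data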;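 also: assay run at fixed EC70 calcium of 1.6 mM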
* hit, by the source's call; x = no result given. Hits appear at their usual frequency. About 2.8% of those tested had a hit in this group.

#1 CCOC(=O)N1CCC(NC(=O)CC2C(=O)NCCN2Cc2ccccc2F)CC1 (configuration not stated)
#2 CC1=NN(c2ccccc2)C(=O)/C1=C/c1ccc[nH]1
#3 O=C(O)C1OC2OC3(CCCCC3)OC2C2OC3(CCCCC3)OC12 (configuration not stated)
#4 Cc1cc(OC(=O)c2cc([N+](=O)[O-])ccc2Cl)c([N+](=O)[O-])c(=O)[nH]1
#5 Cc1cccc(NC(=O)C2CCN(S(=O)(=O)c3c(C)nn(C)c3C)CC2)n1
#6 Nc1[nH]c2cc([N+](=O)[O-])ccc2c1-c1ccccn1
#7 Cc1ccc(NC(=S)N(CCCN2CCN(C)CC2)Cc2cccs2)cc1
#8 CSc1nc(C)cc(OCC#N)n1

entry no.	1	2	3	4	5	6	7	8
HTR5A ag	-2	0	5	0	14	-8	2	1
V-ATPase pHluor	-5	1	4	2	-1	0	1	-3
LANA DNA inh	-0.3	0.4	-1.1	0.3	-2.4	-1.4	-0.6	1.2
OPRM1-OPRD1 inv	1	-27	-8	5	9	-12	3	7
Keap1 Nrf2 FP	0	-1	-5	0	-4	-12	-4	-2
HTR5A inv ag	4	19	-43	-1	-39	20	-9	3
CAL PDZ FP	-7	-3	2	x	-1	-2	0	-5
OPRM1-OPRD1 ag	-0.3	6.1	1.4	-1.0	-1.7	2.1	-0.6	-1.1
RTF Ca sens act	-3	5	7	1	0	3	-5	-8
RTF Ca sens inh	-3	-3	12	-5	-5	-16	-7	4

#9 COc1ccc(C2Nc3ccccc3C(=O)N2Cc2ccccc2)cc1CSc1ccccn1 (configuration not stated)
#10 Cc1noc(C)c1C(=O)NCCc1ccccc1
#11 CC1(C)CC(=O)C(C=NCC2CCN(C(=S)Nc3cccc(Cl)c3)CC2)=C(O)C1
#12 CCCN1CCc2c(sc(NC(=O)c3ccc(S(=O)(=O)N(C)c4ccccc4)cc3)c2C(=O)NC)C1
#13 COCCOC(=O)C1=C(C)Nc2ncnn2C1c1ccco1 (configuration not stated)
#14 O=C(CC12CC3CC(CC(Br)(C3)C1)C2)NCc1ccccc1
#15 COc1cc(NS(=O)(=O)c2ccc(NC(C)=O)cc2)ncn1
#16 COc1ccc(N=C(c2ccccc2)c2c(C)[nH]n(-c3ccccc3)c2=O)c(OC)c1

entry no.	9	10	11	12	13	14	15	16
HTR5A ag	0	2	-1	0	13	-1	-2	10
V-ATPase pHluor	1	-6	3	-1	-5	2	11	0
LANA DNA inh	-0.9	-0.6	0.8	7.1	-1.2	-0.9	1.1	0.7
OPRM1-OPRD1 inv	-188	12	5	12	2	8	8	-20
Keap1 Nrf2 FP	-6	1	-1	-1	-4	-7	0	4
HTR5A inv ag	-2	-13	14	0	-34	4	6	-27
CAL PDZ FP	-2	-5	-3	-2	-1	26	x	36*
OPRM1-OPRD1 ag	35*	-2.0	-0.9	-2.2	-0.5	-1.7	-1.6	3.9
RTF Ca sens act	0	-4	0	11	2	-6	-4	3
RTF Ca sens inh	4	2	-4	-22	-7	5	0	-2

At a glance, part of the list above.
#11 CC1(C)CC(=O)C(C=NCC2CCN(C(=S)Nc3cccc(Cl)c3)CC2)=C(O)C1
#12 CCCN1CCc2c(sc(NC(=O)c3ccc(S(=O)(=O)N(C)c4ccccc4)cc3)c2C(=O)NC)C1

entry no.	11	12
HTR5A ag	-1	0
V-ATPase pHluor	3	-1
LANA DNA inh	0.8	7.1
OPRM1-OPRD1 inv	5	12
Keap1 Nrf2 FP	-1	-1
HTR5A inv ag	14	0
CAL PDZ FP	-3	-2
OPRM1-OPRD1 ag	-0.9	-2.2
RTF Ca sens act	0	11
RTF Ca sens inh	-4	-22

Later entries
#17 COc1cccc(-c2c(C(=O)N/N=C/c3cccs3)nnn2-c2nonc2N)c1
#18 Clc1ncnc2[nH]ccc12
#19 CN(C)CCN1C(=O)C(O)=C(C(=O)c2ccco2)C1c1ccccc1F (configuration not stated)
#20 Cc1cccc2cc(CN(Cc3ccccc3)C(=S)NCCCN(C)C)c(=O)[nH]c12
#21 COc1ccc2sc(N(CCN(C)C)C(=O)c3ccc4ccccc4c3)nc2c1
#22 CCc1sc(C(=O)N2CCCN(C)CC2)cc1Br
#23 COc1ccc(C(=O)NC(C)CCc2ccccc2)cc1 (configuration not stated)
#24 O=Cc1ccc2c(c1)CCN2Cc1ccccc1

entry no.	17	18	19	20	21	22	23	24
HTR5A ag	-2	-4	-2	0	2	6	1	-2
V-ATPase pHluor	5	2	-3	-3	2	1	-4	2
LANA DNA inh	-1.4	-0.8	-0.1	-1.0	1.3	0.0	0.1	-2.6
OPRM1-OPRD1 inv	13	9	-1	15	0	19	18	3
Keap1 Nrf2 FP	2	-6	3	2	3	2	-2	-3
HTR5A inv ag	7	17	-7	-5	-9	-9	-20	9
CAL PDZ FP	-3	-3	0	-2	-3	-4	x	-4
OPRM1-OPRD1 ag	-2.5	-1.9	0.2	-3.0	-0.1	-3.7	-3.5	-0.5
RTF Ca sens act	-3	-1	7	2	0	-1	6	-3
RTF Ca sens inh	-2	5	-9	5	-3	-6	-3	4

#25 O=C1C2C3C=CC(CC3)C2C(=O)N1c1ccc([N+](=O)[O-])cc1 (configuration not stated)
#26 O=C1c2ccccc2C(=O)N1c1ccc(Cc2ccncc2)cc1
#27 c1cncc(-c2nc(N3CCCCCC3)c3ccccc3n2)c1
#28 COc1ccc(CN2C(=O)c3cccnc3C2=O)cc1S(=O)(=O)NCc1ccc(C)o1
#29 Cc1c(CN2CCCCC2)c(O)n(CCO)c(=O)c1C#N
#30 Cc1cc(N2CCOCC2)n2nc(C(F)(F)F)c(-c3ccccc3)c2n1
#31 COc1ccc(OC)c(C(=O)CSc2nc3c(c(=O)n(C)c(=O)n3C)n2C(C)C)c1
#32 COc1cc(/C=C/C(=O)OCC(=O)NNC(=O)c2cc(Cl)ccc2OC)ccc1O

entry no.	25	26	27	28	29	30	31	32
HTR5A ag	3	-1	1	0	5	-5	-4	8
V-ATPase pHluor	-2	3	0	5	-1	1	-4	-4
LANA DNA inh	2.3	1.1	-1.0	1.3	4.5	-1.5	-2.0	-1.1
OPRM1-OPRD1 inv	-4	-22	-6	21	15	7	17	1
Keap1 Nrf2 FP	4	-6	1	-2	3	-2	-5	-5
HTR5A inv ag	28	-11	-7	-12	20	20	-19	1
CAL PDZ FP	3	x	-1	-1	-4	-4	-1	5
OPRM1-OPRD1 ag	0.7	4.1	1.0	-3.9	-3.0	-1.5	-3.0	-0.2
RTF Ca sens act	-5	16	-2	-3	0	9	1	-1
RTF Ca sens inh	-2	-7	4	-2	-15	-4	-6	-1

#33 COc1ccc2cc(C(=O)Nc3ccc(Cl)cc3)sc(=O)c2c1OC
#34 CCCn1nnnc1SCC(=O)N(C(C)C)C(C)C
#35 COc1ccccc1C(=O)Nc1ccc(NC(=O)C2CCCCC2)nc1
#36 Cc1[nH]n(-c2ccccc2)c(=O)c1C=Nc1ccc(S(=O)(=O)NC(N)=O)cc1
#37 O=C(NCCN1CCOCC1)c1csc2c1CCCCC2
#38 Cc1ccc(S(=O)(=O)N2CCN(C(=O)COC(=O)c3ccc(C(C)(C)C)cc3)CC2)c(C)c1
#39 CCN1CCCC1CNC(=O)C(=O)Nc1ccccc1 (configuration not stated)
#40 CCOC(=O)C(C(=O)OCC)C(=O)c1cc(OC)c(OC)c(OC)c1

entry no.	33	34	35	36	37	38	39	40
HTR5A ag	6	-1	-3	-1	2	-3	-1	4
V-ATPase pHluor	-1	2	4	3	-1	0	-2	0
LANA DNA inh	0.5	-9.2	-0.7	-0.1	0.1	0.4	-0.1	-0.8
OPRM1-OPRD1 inv	-4	0	-13	6	4	13	15	-10
Keap1 Nrf2 FP	-1	7	-4	-3	-3	-1	-6	7
HTR5A inv ag	-9	4	-9	4	9	2	2	-1
CAL PDZ FP	-3	15	-1	-2	x	x	-2	-5
OPRM1-OPRD1 ag	0.7	0.0	2.1	-1.1	-0.7	-1.9	-3.1	1.9
RTF Ca sens act	6	-6	5	1	-1	-3	0	1
RTF Ca sens inh	7	-14	-13	7	-8	-4	-2	-19

Some of the entries above in a different format:
| item | SMILES | HTR5A ag | V-ATPase pHluor | LANA DNA inh | OPRM1-OPRD1 inv | Keap1 Nrf2 FP | HTR5A inv ag | CAL PDZ FP | OPRM1-OPRD1 ag | RTF Ca sens act | RTF Ca sens inh |
| --- | --- | --- | --- | --- | --- | --- | --- | --- | --- | --- | --- |
| 33 | COc1ccc2cc(C(=O)Nc3ccc(Cl)cc3)sc(=O)c2c1OC | 6 | -1 | 0.5 | -4 | -1 | -9 | -3 | 0.7 | 6 | 7 |
| 34 | CCCn1nnnc1SCC(=O)N(C(C)C)C(C)C | -1 | 2 | -9.2 | 0 | 7 | 4 | 15 | 0.0 | -6 | -14 |

(cont.)
#41 CCCNC(=O)Cn1cc(S(=O)(=O)N2CCCC2)c(S(=O)(=O)N2CCCC2)c1
#42 CCOC(=O)Cc1csc(NC(=O)c2cccc(OC)c2)n1
#43 CCOc1ccc(C(=O)NNC(=O)C2CC(=O)N(c3ccc(C)cc3)C2)cc1 (configuration not stated)
#44 O=C(N/N=C\c1cc(Br)cs1)C1COc2ccccc2O1 (configuration not stated)
#45 CC(CC(=O)N(C)c1c(N)n(Cc2ccccc2)c(=O)[nH]c1=O)c1ccccc1 (configuration not stated)
#46 Cc1ccc(N2C(=O)c3ccc(N)cc3C2=O)cc1C
#47 CCc1cccc(C)c1NC(=O)C1CCN(c2nn3c(=O)cc(C)nc3s2)CC1
#48 COc1ccc(NC(=O)N(C)C[C@H]2Oc3ccc(NC(=O)C4CC4)cc3C(=O)N([C@H](C)CO)C[C@@H]2C)cc1
#49 Cc1ccc(C(=O)CNc2cc(C)ccc2C)cc1
#50 COc1ccc2[nH]c(=O)c(CN(Cc3cccs3)Cc3nnnn3Cc3ccccc3)cc2c1

entry no.	41	42	43	44	45	46	47	48	49	50
HTR5A ag	2	1	1	-4	2	3	1	-5	11	-3
V-ATPase pHluor	0	3	0	3	2	-3	2	-2	4	-3
LANA DNA inh	-0.7	0.0	-0.9	-1.8	0.7	1.3	0.9	1.4	-0.3	0.8
OPRM1-OPRD1 inv	14	-3	0	-10	8	17	-2	7	32	-20
Keap1 Nrf2 FP	3	0	2	-5	0	-2	-7	2	-7	-1
HTR5A inv ag	-14	-4	-3	19	-6	-7	1	16	19	13
CAL PDZ FP	-6	x	-2	6	-5	3	-3	0	-3	-2
OPRM1-OPRD1 ag	-2.6	0.5	0.1	1.9	-1.2	-3.1	0.4	-1.5	-6.3	3.8
RTF Ca sens act	-5	3	1	-4	-6	-4	0	-7	-3	-1
RTF Ca sens inh	-6	-9	-1	2	-3	-1	-5	-12	-2	-5
